High-throughput results: PubChem BioAssay, several laboratories
NPR1 activator: GC-A stimulated cGMP production enhancers – HEK293 GC-A cells, cGMP TR-FRET, EC30 ANP, primary screen; AID 1671463, 2021; 0% at EC30 ANP, 100% saturating ANP; Atrial natriuretic peptide receptor 1 (Homo sapiens), P16066; activation, % at 10 µM; hit rate 0.14% among 370,000; in the data active = activation above about 40%
PG9 Ab binder: binders of HIV-1 gp120 antibody PG9, primary screen, biochemical, TR-FRET; TR-FRET gp120-PG9 antibody binding; hit rate 0.43% among 360,000; HIV-1 gp120 / PG9 antibody interaction; AID 624416, 2012; inhibition, % at 6.7 µM; in the data active = inhibition above about 8.5%
SMARCA2 act: SMARCA2 (BRM) function activators, primary screen, cell-based, luminescence, high throughput; MG213 cells, MMTV-luciferase reporter, dexamethasone, overnight; activation, % at 9.1 µM; hit rate 1% among 370,000; AID 652017, 2013; in the data active = activation above about 7.8%;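 note: 0% = vehicle wells and 100% = reference activator wells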
DAX1 inh-1: DAX1 (NR0B1) inhibitors on StAR promoter, primary screen, cell-based, luminescence, SF-1 (NR5A1), full-length DAX-1; HEK293T StAR-luciferase reporter, SF-1/DAX-1 repression relief; inhibition, % at 6.8 µM; hit rate 1.1% among 370,000; AID 652010, 2013;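 active = inhibition above the mean over all tested compounds plus 3 SD, cut at about 3.6% in these data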;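 note: 0% = DAX-1 cells with DMSO and 100% = cells lacking DAX-1 with DMSO; higher inhibition means more luminescence from relief of DAX-1 repression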
hgDAF12 agonist: H. glycines DAF-12 receptor agonists, primary screen, cell-based, luminescence, HEK293, GAL4 fusion, UAS-luciferase | Nuclear hormone receptor DAF-12 (Heterodera glycines), GAL4 fusion | HEK293 GAL4-hgDAF12 UAS-luciferase reporter, agonist luminescence; normalized to butyrate control | activation, % at 6.8 µM | hit rate 1.8% among 370,000 | AID 687014, 2013;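 active = activation above a cutoff set at the mean of all screened compounds plus 3 SD, cut at about 10% in these data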;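 note: 0% = DMSO wells and 100% = sodium butyrate wells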
hcDAF12 agonist: H. contortus DAF-12 nuclear receptor activators, primary screen, cell-based, luminescence, HEK293, lit1-tk-luc reporter; HEK293 hcDAF-12 lit1-tk-luc reporter; 0% DMSO, 100% Δ7-dafachronic acid; activation, % at 6.8 µM; hit rate 1.4% among 370,000; AID 652067, 2013;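 active = activation above the mean of all tested compounds plus 3 SD, cut at about 5.5% in these data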;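 note: 100% = response to 3 µM Δ7-dafachronic acid high control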
ssDAF-12 act: S. stercoralis DAF-12 nuclear receptor activators, primary screen, cell-based, luminescence, HEK293, GRIP1 co-expression, lit1-tk-luc | AID 652126, 2013 | HEK293 ssDAF-12/GRIP1 lit1-tk-luc reporter; % of 3 µM dafachronic acid response | activation, % at 6.8 µM | hit rate 1% among 370,000;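 active = activation above the mean over all tested compounds plus 3 SD, cut at about 0.9% in these data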;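 note: 0% = DMSO-only wells and 100% = 3 µM delta7-dafachronic acid wells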
ADAM17 inh: ADAM17 inhibitors, primary screen, biochemical, QFRET; hit rate 0.83% among 370,000; recombinant ADAM17, EDANS/DABCYL FRET peptide cleavage; inhibition, % at 6.95 µM; AID 720648, 2013;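 active = inhibition above the mean of compounds lying between control limits plus 3 SD, set per campaign, cut at about 8.5% in these data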;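 note: 0% = DMSO-only wells as the low control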
Target sequence (P78536 215-824 limits assumed): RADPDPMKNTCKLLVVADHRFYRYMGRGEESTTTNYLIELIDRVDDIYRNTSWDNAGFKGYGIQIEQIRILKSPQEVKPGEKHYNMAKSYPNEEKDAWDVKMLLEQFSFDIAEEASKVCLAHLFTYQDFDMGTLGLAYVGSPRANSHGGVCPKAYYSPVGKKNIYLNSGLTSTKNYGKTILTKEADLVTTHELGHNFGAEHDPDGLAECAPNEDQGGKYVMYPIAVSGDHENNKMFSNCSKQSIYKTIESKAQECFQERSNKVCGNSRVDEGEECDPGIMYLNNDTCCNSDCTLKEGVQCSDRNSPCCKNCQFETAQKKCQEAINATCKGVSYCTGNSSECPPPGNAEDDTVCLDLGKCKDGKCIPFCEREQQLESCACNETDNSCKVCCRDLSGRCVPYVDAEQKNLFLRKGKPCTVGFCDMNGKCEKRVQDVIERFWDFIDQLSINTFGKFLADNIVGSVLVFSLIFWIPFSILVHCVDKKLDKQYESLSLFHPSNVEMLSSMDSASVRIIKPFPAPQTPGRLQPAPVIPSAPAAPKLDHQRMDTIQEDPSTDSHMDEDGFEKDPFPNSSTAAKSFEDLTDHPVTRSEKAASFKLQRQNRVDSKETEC
ADAM10 inh: human ADAM10 inhibitors, primary screen, biochemical, QFRET, HTS; Disintegrin and metalloproteinase domain-containing protein 10 (Homo sapiens), O14672; inhibition, % at 7 µM; recombinant ADAM10, EDANS/DABCYL FRET peptide cleavage, 3 h; AID 720582, 2013; hit rate 0.62% among 370,000;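 active = inhibition above a per-campaign cutoff equal to the mean of compounds falling between control-based bounds plus 3 SD, cut at about 20% in these data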;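 note: 0% = DMSO wells while the 100% control is not disclosed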
FXN GAA850 act: FXN promoter activators, primary screen, cell-based, luciferase luminescence, HEK293 lucGAA850 | HEK293 lucGAA850 FXN promoter luciferase reporter, 24 h; percent of 10 µM SAHA response | AID 540364, 2011 | hit rate 0.56% among 360,000 | activation, % at 6 µM;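 active = activation above the average of all compounds screened plus 3 SD, cutoff fixed separately per campaign, cut at about 7.5% in these data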;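 note: 0% = DMSO wells and 100% = 10 µM SAHA wells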
DAX1 inh-2: DAX1 (NR0B1) inhibitors, primary screen, cell-based, HEK293, Gal4-DAX1, luciferase luminescence. HEK293 Gal4-DAX1 luciferase reporter. hit rate 0.99% among 340,000. inhibition, % at 6.75 µM. Nuclear receptor subfamily 0 group B member 1 (Homo sapiens), P51843. AID 504766, 2011;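 active = inhibition above the mean over all tested compounds plus 3 SD, cut at about 4.2% in these data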;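 note: 0% = DAX1-transfected cells with DMSO and 100% = empty-vector control cells with DMSO; inhibition shows as a rise in luminescence from relieved DAX1 repression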
Target sequence (P51843 207-470 limits assumed): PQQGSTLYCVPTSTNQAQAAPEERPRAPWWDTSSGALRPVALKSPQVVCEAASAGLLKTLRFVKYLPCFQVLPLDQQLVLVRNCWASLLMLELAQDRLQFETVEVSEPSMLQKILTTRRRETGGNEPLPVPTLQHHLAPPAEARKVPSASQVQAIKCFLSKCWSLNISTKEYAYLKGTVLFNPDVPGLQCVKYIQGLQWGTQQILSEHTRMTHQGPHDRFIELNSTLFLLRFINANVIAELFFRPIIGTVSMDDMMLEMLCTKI
An asterisk follows results filed as active; . = no result given.

molecule	NPR1 activator	PG9 Ab binder	SMARCA2 act	DAX1 inh-1	hgDAF12 agonist	hcDAF12 agonist	ssDAF-12 act	ADAM17 inh	ADAM10 inh	FXN GAA850 act	DAX1 inh-2
COc1ccc(-c2nc[nH]c2[N+](=O)[O-])cc1	-6	-1.3	3	-0.5	-1.4	0.3	-0.9	-1	-1	1.5	0.6
CCOC(=O)C1=C(C)N(CCCC(=O)NCc2ccc3c(c2)OCO3)C(=O)NC1c1ccc(Br)cc1 (stereo not drawn)	-19	-0.3	2	0.7	2.0	-0.2	-0.9	-4	6	.	.
O=C(CNC(=O)C1CCCCC1)NC1CCCCC1	8	-0.7	5	1.0	3.4	5.0	0.2	-3	5	0.2	2.5
COc1cccc(NC(=O)CN(C)C(=O)Cc2c(C)nc3ccccc3c2C)c1	-1	-0.5	-2	-3.3	2.5	0.7	-1.2	-7	-28	0.2	-0.6
CCCNC(=O)c1ccc2nc(-c3ccccc3)c(-c3ccccc3)nc2c1	-9	-0.2	-2	-0.8	-0.2	-1.3	-1.1	-41	-153	-1.6	-1.6
CSc1cccc(NC(=O)C2CCCN2S(=O)(=O)c2ccc(Br)s2)c1 (stereo not drawn)	0	-2.3	-3	-1.2	-3.2	-1.3	-1.8	-2	-3	-0.2	-0.3
NC(=O)COC(=O)CN1C(=O)C2CCCCC2C1=O (stereo not drawn)	0	2.0	-2	-0.2	1.7	-0.9	-1.4	-3	-5	0.2	0.0
CC(=O)N1C[C@@H](c2c[nH]c3ccccc23)C=C[C@H]1C(=O)NS(=O)(=O)c1ccc(C)cc1	-4	.	-2	-0.4	4.5	4.0	0.3	-8	-14	.	.
COc1ccc(/C(N)=N/OC(=O)CSc2ccccc2)cc1OC	4	-0.5	2	1.9	5.8	1.9	-0.5	-2	3	4.0	2.0
O=C(c1cc(-c2ccc(Cl)cc2)n[nH]1)N1CCc2ccccc2C1	-1	-0.5	0	0.2	-2.9	1.8	-0.7	3	5	-1.2	-0.8
CC1CCc2nc3ccccc3c(C(=O)OCC(=O)N(C)C3CCS(=O)(=O)C3)c2C1 (stereo not drawn)	-2	-2.1	-3	-1.9	-0.6	-0.3	-0.8	-10	-13	-0.2	-0.1
Cc1ccc(C(=O)CSc2nc3ccccc3o2)cc1	-2	-1.6	4	1.6	2.2	0.8	-1.1	-1	6	4.3	-1.0
O=C(Cc1ccccc1)NCC(=O)OCC(=O)c1cccc([N+](=O)[O-])c1	0	-0.1	-3	1.0	0.2	-1.2	-0.9	7	12	0.6	0.4
CCN(Cc1ccccc1)C(=O)C1CCN(c2ncnc3c2nc2n3CCCCC2)CC1	-4	-1.7	-3	-0.4	-5.2	-3.4	-1.8	1	6	3.1	0.4
CCCN(C(=O)c1ccc(-n2cncn2)c([N+](=O)[O-])c1)C1CCS(=O)(=O)C1 (stereo not drawn)	2	0.3	1	0.3	0.5	-4.5	-0.9	0	4	2.0	-0.4
CCCN1CCC(NCC(C)c2ccccc2)CC1 (stereo not drawn)	6	-1.3	3	0.7	6.5	1.1	-0.6	-5	-4	1.8	-1.6
O=C(COc1ccccc1)Nc1c2c(nn1-c1ccccc1)CS(=O)(=O)C2	2	0.5	-1	-0.8	-2.9	1.2	-0.9	4	3	0.2	0.0
N=c1c2c(-c3ccccc3)c(-c3ccccc3)n(Cc3ccccc3)c2ncn1C1CCOCC1	-33	.	0	-2.6	-2.6	-0.7	-1.5	-6	-5	.	.
O=C(NCc1ccccc1)[C@@H]1CCCN1C(=O)[C@H]1CCCN1C(=O)N1CCCCC1	4	0.7	-2	-1.1	2.1	0.3	-0.7	0	8	.	.
CCOCCCNC(=O)/C(C#N)=C/c1cc(OC)c(O)c([N+](=O)[O-])c1	-4	-7.6	-3	-1.7	0.9	-0.9	-0.7	8	8	-4.2	-2.6
Cc1ccc(CNC(=O)c2c(-c3ccccc3Cl)noc2C)cc1	0	-0.6	-1	-0.4	-0.4	-2.0	-1.3	-2	-5	-0.5	-2.0
Cc1nc(NC(=O)c2ccc3c(c2)OCO3)ccc1Br	5	0.4	8.6*	3.1	16*	1.6	0.0	0	0	1.0	4.3*
CCOc1ccccc1C1NC(=O)NC(C)=C1C(=O)OC1CCCCC1 (stereo not drawn)	-1	-0.8	-4	-0.4	-0.4	-1.5	-1.5	-2	0	-0.1	0.3
COc1ccc(C)cc1S(=O)(=O)N(C)CC(=O)N1CCCCC1	2	-2.1	0	0.2	0.1	1.5	-1.3	-3	1	2.5	-0.6
Cc1nc2c(C#N)c(C)[nH]n2c(=O)c1Cc1ccccc1	-3	-0.6	0	0.5	-0.4	2.6	-0.8	-4	-7	0.1	1.9

Reprinted from the part before: 2 entries; new compounds follow.
molecule	NPR1 activator	PG9 Ab binder	SMARCA2 act	DAX1 inh-1	hgDAF12 agonist	hcDAF12 agonist	ssDAF-12 act	ADAM17 inh	ADAM10 inh	FXN GAA850 act	DAX1 inh-2
COc1ccc(C)cc1S(=O)(=O)N(C)CC(=O)N1CCCCC1	2	-2.1	0	0.2	0.1	1.5	-1.3	-3	1	2.5	-0.6
Cc1nc2c(C#N)c(C)[nH]n2c(=O)c1Cc1ccccc1	-3	-0.6	0	0.5	-0.4	2.6	-0.8	-4	-7	0.1	1.9
COc1cc(/C=C/C(=O)OCC(=O)NCCc2ccccc2)ccc1OC(F)F	0	-1.7	-2	1.6	-1.0	1.1	-1.2	-9	-34	1.8	0.1
CC(=O)OC(C)CS(=O)(=O)c1ccccc1 (stereo not drawn)	1	-0.5	1	0.9	1.1	-0.4	-0.8	-2	6	-1.8	-0.7
CCOc1ccc2cc(C#N)c(SCC(=O)N3CCC(C)CC3)nc2c1	-5	-1.2	-3	0.5	-0.4	1.3	-1.5	-17	-65	-0.4	0.5
O=c1c(Cc2ccccc2O)c(O)nc2n1CCCS2	3	0.5	-5	-0.1	-2.2	-0.5	-0.9	-2	-16	-2.1	-0.9
Cc1nc(SCC(=O)N2CC(=O)Nc3ccccc32)nc(C)c1C	6	-0.2	3	0.5	-0.5	-1.6	-1.6	1	-1	-0.4	0.2
CCn1cc(/C=C(\NC(=O)c2cc(OC)c(OC)c(OC)c2)C(=O)N2CCN(C)CC2)c2ccccc21	-8	-2.3	-3	0.2	-0.8	0.1	-1.1	4	12	-2.1	0.6
O=C(COc1ccc(S(=O)(=O)NCc2ccccc2)cc1Cl)N1CCOCC1	-1	-2.0	-3	-0.1	0.2	-1.9	-1.9	1	3	3.8	-0.7
CCN=C1NC(c2ccc(C(F)(F)F)cc2)C(C(=O)OC)=C(C)N1Cc1cccc(C(F)(F)F)c1 (stereo not drawn)	-18	-0.5	-1	2.8	-2.4	-0.3	-1.8	2	-2	.	.
CCC(=O)N1CCc2cc(Br)cc(S(=O)(=O)NCCN3CCCCC3C)c21 (stereo not drawn)	0	3.1	-1	0.2	0.8	-1.6	-1.9	-4	-8	3.9	2.3
COc1cccc(COC(=O)c2ccc3c(=O)n4c(nc3c2)CCC4)c1OC	-2	0.7	-1	0.2	1.2	-0.1	-0.8	-3	-20	4.2	0.4
CCN(CC)S(=O)(=O)c1ccc(NN=C2CCN(C(C)C)CC2)c([N+](=O)[O-])c1	0	-1.8	-1	-0.7	-1.7	-2.1	-0.9	-1	-2	0.3	-0.3
N#Cc1cc(O)c(-n2nnc3ccccc32)cc1C#N	-2	2.8	-1	-0.8	0.4	0.3	-1.1	-19	-44	0.0	-0.3
C/C(=N\OCC(=O)OC(C)C(=O)Nc1ccc(C)c(S(=O)(=O)N2CCOCC2)c1)c1ccc2c(c1)OCO2 (stereo not drawn)	3	-1.4	-3	1.0	3.9	2.7	-0.6	3	13	-1.2	0.0
CCOC(=O)N1CCN(C(=O)c2ccc3c(=O)n(CCc4ccccc4)c(=S)[nH]c3c2)CC1	4	-0.6	2	0.1	2.4	-1.7	-0.6	-2	-4	-0.8	0.2
CCN1C(=O)c2cccc3c(NC(=O)c4cccc(N5C(=O)CCC5=O)c4)ccc1c23	3	-18	-1	-2.0	3.9	-0.1	-1.1	-3	3	-3.2	0.7
CCc1ccccc1NC(=O)c1nnn(CC(=O)Nc2cccc(C)c2)c1N	-5	-0.1	2	-0.5	2.6	1.7	-0.9	-2	0	0.8	0.7
CCOC(=O)C1CCN(S(=O)(=O)c2ccc3oc(=O)ccc3c2)CC1	2	0.8	0	0.1	-1.9	-1.9	-1.1	-1	-2	3.8	0.3
O=C1NC(=S)N/C1=C/c1cc([N+](=O)[O-])ccc1N1CCOCC1	19	-1.7	0	0.0	2.3	0.1	-1.1	-2	-5	3.5	.
Brc1ccc2nc(N3CCN(c4ccccc4)CC3)sc2c1	0	-1.0	6	-0.1	3.1	0.8	-1.2	1	4	1.2	2.4
COc1ccccc1C(=O)N/C(=C\c1ccc(Br)cc1)C(=O)NCCCO	-3	0.6	-3	-1.0	-2.3	0.6	-1.9	-2	-6	-0.9	-1.3
Cc1oc2ccc(O)cc2c1C(=O)c1ccccc1	3	0.1	0	0.0	4.4	-1.9	-1.0	-1	10	1.9	0.2
CCC1(C)Cc2ccccc2-c2nc3n(c(=O)c21)CC(C(=O)O)S3 (stereo not drawn)	-1	2.1	-2	0.4	0.3	0.3	-1.2	-25	-64	-0.8	0.6
C[C@H](CO)N1C[C@H](C)[C@@H](CN(C)S(=O)(=O)c2ccc(Oc3ccccc3)cc2)OCc2cnnn2CCCC1=O	1	-0.8	-6	-0.3	1.9	-0.5	-0.4	-4	-3	-1.6	0.2
NC(=O)NC(Cc1ccccc1)C(=O)N1CCN(S(=O)(=O)c2ccc(Cl)cc2)CC1 (stereo not drawn)	2	-2.7	-1	-0.7	4.0	0.5	-1.0	-3	5	0.2	-0.3
C=CCOC(=O)C1=C(C)N=C2SCCC(=O)N2C1c1ccc(OC(=O)c2ccco2)cc1 (stereo not drawn)	0	-0.7	-1	-0.1	-1.3	-0.9	-1.5	0	-6	0.7	-1.1
COC(=O)c1cc(C(=O)Nc2ccc(C)cn2)cc([N+](=O)[O-])c1	5	0.5	1	0.0	-0.8	-1.1	-1.9	-3	7	-3.0	-0.1
